From PubChem
PDI turbidity – inhibitors of human protein disulfide isomerase; P07237; PDI insulin aggregation turbidity, A650, 90 min; inhibition, % at 10 µM; hit rate 0.052% among 350,000; AID 588391;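 active = mean inhibition across replicates of 30% or more, whatever share of single replicates reach that level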;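 note: absorbance from insulin aggregation driven by PDI reduction with DTT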
Target sequence (P07237 whole entry, looked up): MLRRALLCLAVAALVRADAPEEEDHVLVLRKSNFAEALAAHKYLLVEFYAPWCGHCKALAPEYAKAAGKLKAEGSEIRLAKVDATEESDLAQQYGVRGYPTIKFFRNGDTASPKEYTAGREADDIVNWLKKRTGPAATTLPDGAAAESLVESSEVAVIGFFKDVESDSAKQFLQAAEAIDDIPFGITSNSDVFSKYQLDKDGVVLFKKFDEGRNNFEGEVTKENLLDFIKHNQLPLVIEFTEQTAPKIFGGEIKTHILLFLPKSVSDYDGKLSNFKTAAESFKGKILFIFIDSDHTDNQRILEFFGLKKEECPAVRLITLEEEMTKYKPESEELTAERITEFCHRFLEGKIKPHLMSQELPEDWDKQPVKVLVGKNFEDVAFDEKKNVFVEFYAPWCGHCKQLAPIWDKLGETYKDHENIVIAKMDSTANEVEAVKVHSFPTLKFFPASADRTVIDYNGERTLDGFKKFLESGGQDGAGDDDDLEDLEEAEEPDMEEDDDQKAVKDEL
iPSC survival up – hiPSC single-cell survival enhancement; hit rate 0.044% among 360,000; ATPlite luminescence; 100% = ROCK inhibitor wells, 0% = DMSO; AID 602274; survival enhancement, % at 20 µM; in the data active = survival enhancement above about 18%;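 note: cells exposed to compounds for 16 hours before the ATP read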
TRPM1 prom inh – reduces MITF-dependent TRPM1 promoter luciferase signal. inhibition, % at 12.5 µM. AID 488899. SK-MEL-5 TRPM1 promoter luciferase, 24 h. hit rate 0.83% among 330,000;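 active = mean inhibition across replicates of 60% or more, whatever share of single replicates reaches that level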; note: values of inactives mirror those of a sister screen read the other way
CaV13 FRET inh – Disruptors of the CACNA1D IQ motif to Ca2+-dependent inactivation inhibitor domain association, primary screening, Förster resonance energy transfer in intact living … | HEK cells, CFP/YFP FRET ICDI-IQ, plate reader, 10 min; percent FRET-ratio fall versus neutral wells | inhibition, % at 12.3 µM | hit rate 0.098% among 340,000;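 active = mean replicate inhibition of at least 30% and at least 1% of replicates passing that level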;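 note: 0% = median of the neutral control wells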
NR2E3 ag-1 – agonists of human nuclear receptor NR2E3; hit rate 0.12% among 320,000; GST-NR2E3/biotin-RetCOR TR-FRET, 1536-well; Q9Y5X4; inhibition of corepressor binding, % at 4.78 µM; AID 2300;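 active = percent inhibition above the cutoff of mean plus 3 SD of all tested compounds, set per screening campaign, cut at about 20% in these data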;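 note: 0% = DMSO wells and 100% = biotin wells as full block of FRET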
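System: GST-NR2E3 and biotin-RetCOR proteins; probe or stimulus: 7 nM biotin-RetCOR; doses: compound at 4.8 µM, single dose; schedule: Compound–protein incubation for 5 h at 4 °C; detection: time-resolved FRET; read-out: percent inhibition; controls: biotin wells as high control, 0.6% DMSO wells as low control; format: 1536-well plates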
Shn3 inh set2 – inhibitors of Schnurri-3 3'UTR reporter in osteoblasts. Clone20 osteoblast Shn3 3'UTR firefly luciferase, 24 h. inhibition, % at 12.5 µM. hit rate 0.52% among 360,000. AID 588674;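 active = mean inhibition of at least 75% with every replicate also reaching 75%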;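 note: 0% = median of neutral control wells and 100% = pilot-screen positive control compound; some compounds past the cut are filed as inactive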
NR2E3 ag-2 – activates human NR2E3 receptor | Q9Y5X4 | CHO-S Gal4-NCOR/VP16-NR2E3 two-hybrid, luciferase | inhibition of corepressor binding, % at 3.98 µM | hit rate 0.35% among 360,000 | AID 602229;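 active = inhibition above the mean of all tested compounds plus 3 SD, cut at about 70% in these data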;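 note: 0% = DMSO with NR2E3 transfected cells and 100% = cells lacking NR2E3 construct; higher means lower luciferase signal from less NR2E3 corepressor binding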
HTR2A ag – mouse HTR2A agonism via beta-arrestin recruitment. CHO-K1 mHTR2A beta-arrestin complementation, luminescence; percent of 30 µM serotonin response. activation, % at 7.6 µM. P35363. hit rate 0.66% among 360,000;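 active = activation above a run cutoff, the mean activation of all tested compounds plus 3 SD, cut at about 14% in these data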;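 note: 0% = plate median of compound wells and 100% = 30 µM serotonin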
Target sequence (P35363 whole entry, looked up): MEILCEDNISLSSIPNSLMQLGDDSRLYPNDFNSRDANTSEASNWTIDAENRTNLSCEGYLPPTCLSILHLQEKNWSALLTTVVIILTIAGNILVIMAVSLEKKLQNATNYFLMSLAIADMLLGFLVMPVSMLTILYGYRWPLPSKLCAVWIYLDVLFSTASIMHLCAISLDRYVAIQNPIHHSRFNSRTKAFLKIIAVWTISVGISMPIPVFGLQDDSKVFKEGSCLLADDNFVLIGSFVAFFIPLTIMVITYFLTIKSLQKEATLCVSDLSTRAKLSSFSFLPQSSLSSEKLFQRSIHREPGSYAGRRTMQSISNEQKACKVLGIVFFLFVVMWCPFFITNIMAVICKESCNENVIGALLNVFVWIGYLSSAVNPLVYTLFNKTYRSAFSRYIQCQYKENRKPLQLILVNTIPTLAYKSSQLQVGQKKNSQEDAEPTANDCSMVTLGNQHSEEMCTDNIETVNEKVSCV
Peg3 promoter – reduces Peg3 promoter-driven luciferase expression in HeLa. HeLa PEG-Prom luciferase reporter, luminescence, overnight. inhibition, % at 20 µM. hit rate 1.7% among 360,000. AID 588405;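 active = inhibition of at least 50% at 20 µM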
HIF-2a block – HIF-2a inhibition; 786-0 RCC cells HIF-2a reporter, luciferase luminescence, overnight; inhibition, % at 18.8 µM; hit rate 0.72% among 360,000; AID 624352;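 active = inhibition of the luminescence signal of 40% or more relative to plate controls, in a single-dose primary screen at 18.75 µM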
Cardio protect – myocardial damage modulation in H9c2 cells. H9c2 cardiomyocytes, H2O2 injury protection, ATPLite, 2 h. protection from H2O2 cell death, % at 20 µM. hit rate 0.63% among 360,000. AID 588492;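 active = compounds giving at least 50% protection of heart cells from peroxide-induced death in the single-dose screen, raw or plate-pattern-corrected value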;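 note: 0% = DMSO wells with peroxide and 100% = DMSO wells without peroxide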
Starred values were filed as active, the others as inactive. Random draw from the library, and some 3.9% of all compounds hit somewhere here.

Results for O=S(=O)(Nc1nc(-c2ccco2)c(-c2ccco2)s1)c1ccc(F)cc1F ?
PDI turbidity: -4; iPSC survival up: -1.5; CaV13 FRET inh: -7; Shn3 inh set2: 8; NR2E3 ag-2: -7; HTR2A ag: 7; Peg3 promoter: -4; HIF-2a block: 12; Cardio protect: -2

Results for CO/N=C(/CS(=O)(=O)c1ccc(C)cc1)c1ccc(OC)cc1 ?
PDI turbidity: -9; iPSC survival up: 1.1; TRPM1 prom inh: -5; CaV13 FRET inh: -2; NR2E3 ag-1: 2; Shn3 inh set2: 5; NR2E3 ag-2: -13; HTR2A ag: -4; Peg3 promoter: 0; HIF-2a block: 2; Cardio protect: -7

How did CCOC(=O)N1CCN(Cc2nc3ccc([N+](=O)[O-])cc3c(=O)n2-c2cccc(OC)c2)CC1 do in these assays?
PDI turbidity: 1; iPSC survival up: -0.2; TRPM1 prom inh: 15; CaV13 FRET inh: -4; NR2E3 ag-1: 3; NR2E3 ag-2: -28; HTR2A ag: 1; Peg3 promoter: 19; HIF-2a block: 12; Cardio protect: 6

How did Cc1ccc2cc3cc(C(=O)NCCCN4CCCC4)oc3nc2c1 do in these assays?
PDI turbidity: 14; iPSC survival up: -0.6; TRPM1 prom inh: -18; CaV13 FRET inh: -7; NR2E3 ag-1: 4; Shn3 inh set2: 1; NR2E3 ag-2: -26; HTR2A ag: -6; Peg3 promoter: -32; HIF-2a block: -42; Cardio protect: 5

Results for CSc1ccc(S(=O)(=O)N2CCC(C(=O)NCCN3CCOCC3)CC2)cc1 ?
PDI turbidity: -2; iPSC survival up: 0.7; TRPM1 prom inh: -13; CaV13 FRET inh: -7; NR2E3 ag-1: -1; Shn3 inh set2: -24; NR2E3 ag-2: -34; HTR2A ag: -3; Peg3 promoter: -9; HIF-2a block: 0; Cardio protect: -1

What do the screens show for `Nc1nnc(CC(=O)N/N=C/c2ccc([N+](=O)[O-])cc2)s1`?
PDI turbidity: -5; iPSC survival up: 0.2; TRPM1 prom inh: 2; CaV13 FRET inh: -5; NR2E3 ag-1: -2; Shn3 inh set2: -20; NR2E3 ag-2: -16; HTR2A ag: -3; Peg3 promoter: -10; HIF-2a block: 7; Cardio protect: 5

What do the screens show for `Cc1cccc(C)c1NC(=S)N/N=C/c1ccc(C(=O)O)cc1`?
PDI turbidity: -1; iPSC survival up: 5.8; TRPM1 prom inh: 1; CaV13 FRET inh: -6; NR2E3 ag-1: 3; Shn3 inh set2: -14; NR2E3 ag-2: -29; HTR2A ag: -3; Peg3 promoter: -1; HIF-2a block: 10; Cardio protect: 10

Results for COC(=O)c1c(SCC(=O)NC2CCCCC2)[nH]c2ccccc2c1=O ?
PDI turbidity: 18; iPSC survival up: 0.9; TRPM1 prom inh: -1; CaV13 FRET inh: -6; NR2E3 ag-1: -1; Shn3 inh set2: -4; NR2E3 ag-2: -1; HTR2A ag: 6; Peg3 promoter: -18; HIF-2a block: -12; Cardio protect: -4

What do the screens show for `CCn1c(C)cc(/C=C2/NC(=O)N(Cc3ccccc3F)C2=O)c1C`?
PDI turbidity: 7; iPSC survival up: -1.7; TRPM1 prom inh: 0; CaV13 FRET inh: -5; NR2E3 ag-1: -1; Shn3 inh set2: -20; NR2E3 ag-2: -1; HTR2A ag: -2; Peg3 promoter: -1; HIF-2a block: 4; Cardio protect: 5

What do the screens show for `CCNc1nnc(SCC(=O)N2c3ccccc3NC(=O)CC2C)s1` (stereo unspecified)?
PDI turbidity: -4; iPSC survival up: -1.2; TRPM1 prom inh: 0; CaV13 FRET inh: -2; NR2E3 ag-1: 3; Shn3 inh set2: -15; NR2E3 ag-2: -26; HTR2A ag: -1; Peg3 promoter: 7; HIF-2a block: 4; Cardio protect: -3

How did Cc1nn(-c2ccccc2)c(Cl)c1C(=O)N1CCN(C)CC1 do in these assays?
PDI turbidity: 2; iPSC survival up: 0.3; TRPM1 prom inh: 5; CaV13 FRET inh: 6; NR2E3 ag-1: 4; Shn3 inh set2: 13; NR2E3 ag-2: -18; HTR2A ag: 3; Peg3 promoter: 12; HIF-2a block: 3; Cardio protect: 0

How did Cc1ccc(S(=O)(=O)Nc2nonc2C)cc1 do in these assays?
PDI turbidity: 5; iPSC survival up: 0.8; TRPM1 prom inh: 1; CaV13 FRET inh: -4; NR2E3 ag-1: -2; Shn3 inh set2: -8; NR2E3 ag-2: 5; HTR2A ag: 4; Peg3 promoter: -10; HIF-2a block: 12; Cardio protect: -2

How did CC1CCCC(C)N1C(=S)SCC(=O)O (stereo unspecified) do in these assays?
PDI turbidity: 9; iPSC survival up: 3.2; TRPM1 prom inh: -13; CaV13 FRET inh: -4; NR2E3 ag-1: 1; Shn3 inh set2: -7; NR2E3 ag-2: 6; HTR2A ag: 3; Peg3 promoter: 5; HIF-2a block: 11; Cardio protect: -3

How did CC(c1ccc(F)cc1)n1cc(S(=O)(=O)N2CCCC2)ccc1=O (stereo unspecified) do in these assays?
PDI turbidity: -7; iPSC survival up: -0.1; TRPM1 prom inh: 4; CaV13 FRET inh: -2; NR2E3 ag-1: -1; Shn3 inh set2: 13; NR2E3 ag-2: -9; HTR2A ag: -2; Peg3 promoter: 5; HIF-2a block: 11; Cardio protect: -2

How did Cc1noc(C)c1CSCC(=O)Nc1nc2c(F)cc(F)cc2s1 do in these assays?
PDI turbidity: -5; iPSC survival up: 0.2; TRPM1 prom inh: -10; CaV13 FRET inh: -5; NR2E3 ag-1: 1; Shn3 inh set2: -6; NR2E3 ag-2: -12; HTR2A ag: -4; Peg3 promoter: -54; HIF-2a block: -96; Cardio protect: -4

How did NC1(C(=O)O)CSSC1 do in these assays?
PDI turbidity: 7; iPSC survival up: -2.5; TRPM1 prom inh: 65*; CaV13 FRET inh: -6; Shn3 inh set2: 11; NR2E3 ag-2: -6; HTR2A ag: -2; Peg3 promoter: 82*; HIF-2a block: -122; Cardio protect: -10

What do the screens show for `Cc1sc2nc(CSc3n[nH]c(N)n3)[nH]c(=O)c2c1C`?
PDI turbidity: 0; iPSC survival up: 0.0; TRPM1 prom inh: 5; CaV13 FRET inh: -3; NR2E3 ag-1: 0; Shn3 inh set2: 13; NR2E3 ag-2: 1; HTR2A ag: 0; Peg3 promoter: 19; HIF-2a block: -3; Cardio protect: 2

Results for COc1cc(C(O)c2nc(/C=C/c3ccccc3)cs2)ccc1F (stereo unspecified) ?
PDI turbidity: -1; iPSC survival up: -0.1; CaV13 FRET inh: -6; Shn3 inh set2: 3; NR2E3 ag-2: 4; HTR2A ag: -2; Peg3 promoter: -8; HIF-2a block: -49; Cardio protect: -10

Results for CC1CCC2(CC1)NC(=O)N(CC(=O)Nc1cccc(S(=O)(=O)N3CCCC3)c1)C2=O (stereo unspecified) ?
PDI turbidity: 8; iPSC survival up: 0.1; TRPM1 prom inh: -16; CaV13 FRET inh: -7; NR2E3 ag-1: 1; Shn3 inh set2: 8; NR2E3 ag-2: 15; HTR2A ag: -3; Peg3 promoter: 4; HIF-2a block: 2; Cardio protect: -6

Results for CCS(=O)(=O)N1CCCC(C(=O)N2CCc3ccccc3C2)C1 (stereo unspecified) ?
PDI turbidity: 7; iPSC survival up: 0.6; TRPM1 prom inh: 10; NR2E3 ag-1: 0; Shn3 inh set2: 8; NR2E3 ag-2: -6; HTR2A ag: -4; Peg3 promoter: -7; HIF-2a block: 4; Cardio protect: 7

What do the screens show for `COC(=O)C(O)(CC(=O)Nc1cccc(SC)c1)C(F)(F)F` (stereo unspecified)?
PDI turbidity: 2; iPSC survival up: 5.3; TRPM1 prom inh: 7; CaV13 FRET inh: -12; NR2E3 ag-1: 2; Shn3 inh set2: -19; NR2E3 ag-2: -5; HTR2A ag: -5; Peg3 promoter: 1; HIF-2a block: 3; Cardio protect: 4

What do the screens show for `CC(CO)NCC12CC3CC(CC(C3)C1)C2` (stereo unspecified)?
PDI turbidity: 0; iPSC survival up: 1.4; TRPM1 prom inh: -12; CaV13 FRET inh: -5; NR2E3 ag-1: -1; Shn3 inh set2: 14; NR2E3 ag-2: -1; HTR2A ag: 5; Peg3 promoter: -4; HIF-2a block: 7; Cardio protect: 2

How did CN1CCN(S(=O)(=O)c2ccc3c(c2)NC(=O)C2CCCN32)CC1 (stereo unspecified) do in these assays?
PDI turbidity: 0; iPSC survival up: -0.3; TRPM1 prom inh: 9; CaV13 FRET inh: -6; NR2E3 ag-1: 0; Shn3 inh set2: 8; NR2E3 ag-2: -14; HTR2A ag: -5; Peg3 promoter: 11; HIF-2a block: 5; Cardio protect: 2

How did Cc1cc(C(=O)OCC(=O)N2CC(=O)Nc3ccccc32)c(C)n1-c1ccc(F)cc1 do in these assays?
PDI turbidity: 0; iPSC survival up: -0.6; TRPM1 prom inh: 8; CaV13 FRET inh: -3; NR2E3 ag-1: -2; Shn3 inh set2: -1; NR2E3 ag-2: -7; HTR2A ag: -4; Peg3 promoter: 4; HIF-2a block: -2; Cardio protect: 0

Results for NCCCC[C@@H](C(=O)NCCCCCCCCCCC(=O)N1CCNCC1)n1cc(CCO)nn1 ?
PDI turbidity: 5; iPSC survival up: 2.0; TRPM1 prom inh: -3; CaV13 FRET inh: -9; NR2E3 ag-1: -2; Shn3 inh set2: -15; NR2E3 ag-2: -38; HTR2A ag: -6; Peg3 promoter: 9; HIF-2a block: 10; Cardio protect: 1

Among those listed so far, these have an aryl methoxy group.
Results for CO/N=C(/CS(=O)(=O)c1ccc(C)cc1)c1ccc(OC)cc1 ?
PDI turbidity: -9; iPSC survival up: 1.1; TRPM1 prom inh: -5; CaV13 FRET inh: -2; NR2E3 ag-1: 2; Shn3 inh set2: 5; NR2E3 ag-2: -13; HTR2A ag: -4; Peg3 promoter: 0; HIF-2a block: 2; Cardio protect: -7

How did CCOC(=O)N1CCN(Cc2nc3ccc([N+](=O)[O-])cc3c(=O)n2-c2cccc(OC)c2)CC1 do in these assays?
PDI turbidity: 1; iPSC survival up: -0.2; TRPM1 prom inh: 15; CaV13 FRET inh: -4; NR2E3 ag-1: 3; NR2E3 ag-2: -28; HTR2A ag: 1; Peg3 promoter: 19; HIF-2a block: 12; Cardio protect: 6

Results for COc1cc(C(O)c2nc(/C=C/c3ccccc3)cs2)ccc1F (stereo unspecified) ?
PDI turbidity: -1; iPSC survival up: -0.1; CaV13 FRET inh: -6; Shn3 inh set2: 3; NR2E3 ag-2: 4; HTR2A ag: -2; Peg3 promoter: -8; HIF-2a block: -49; Cardio protect: -10
